From PubChem
NOD1 NF-kB reporter: NOD1 signaling inhibitors, primary screen, cell-based, luminescence, uHTS (AID 1578) | NOD1-driven NF-kB luciferase reporter cells, luminescence; higher % means a stronger effect | one-dose inhibition, % at 4 µM; EC50 in µM for titrated hits | 1% of 290,000 active; in the data active means inhibition mostly above about 36%, no sharp cut-off; inactive means mostly below about 34%;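 further: HEK-293T reporter cells stimulated with the NOD1 agonist gamma-tri-DAP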
KOR beta-arrestin-1: KOR antagonists, beta-arrestin recruitment, cell-based, luminescence, uHTS (AID 1778) | inhibition, % at 10 µM; hits with a dose series show IC50 in µM | 0.091% of 290,000 active | KOR beta-arrestin recruitment, luminescence, antagonist mode; higher % means a stronger effect; further: strong numbers were not always called active
XIAP displacement: XIAP antagonists, biochemical, IAP family, fluorescence polarization (AID 1018). XIAP BIR domain, fluorescence polarization peptide displacement; higher % means a stronger effect. one-dose displacement, % at 20 µM; IC50 in µM for titrated hits. 0.007% of 200,000 active; in the data active means displacement above about 50%; further: a part of the inactive calls stands beside numbers as strong as those of hits
KOR beta-arrestin-2: kappa opioid receptor activators – cell-based, luminescence, uHTS, primary screen (AID 1777). KOR beta-arrestin recruitment, luminescence; higher % means a stronger effect. activation, % at 10 µM, or EC50 in µM where a hit was titrated. 0.02% of 280,000 active; in the data active means activation above about 50%, passing the limit was not always enough; further: a part of the inactive calls stands beside numbers as strong as those of hits
TNAP activation fold: human TNAP enzyme activators, primary screen, biochemical, luminescent, no phosphate acceptor, uHTS (AID 1001); purified TNAP, luminescent activation assay, no phosphate acceptor; higher activation fold means a stronger effect; one-dose activation fold at 20 µM; EC50 in µM for titrated hits; 0.03% of 200,000 active; in the data active means activation fold from about 3, or a potency from the dose series; inactive means the rest, 99 in 100 with activation fold below about 1.6; further: many of its hits are not listed in these tables
PMI inhibition: human PMI inhibitors, high substrate, primary screen, biochemical, fluorescence intensity, high mannose 6-phosphate (AID 1220). inhibition, % at 20 µM, or IC50 in µM where a hit was titrated. 0.66% of 190,000 active. recombinant PMI enzyme, coupled fluorescence intensity; higher % means a stronger effect
NOD2 inhibition: NOD2 signaling inhibitors, cell-based, luminescence, uHTS, HEK293 (AID 1566) | HEK293 NOD2/NF-kB luciferase reporter, luminescence; higher % means a stronger effect | one-dose inhibition, % at 4 µM; EC50 in µM for titrated hits | 0.63% of 290,000 active; further: many of its hits are not listed in these tables
LYP phosphatase: inhibitors of LYP phosphatase, biochemical, fluorescence intensity, uHTS (AID 1779); recombinant LYP phosphatase, fluorescence intensity; higher % means a stronger effect; one-dose inhibition, % at 11.5 µM; IC50 in µM for titrated hits; 0.054% of 290,000 active;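 further: plate controls were vehicle with enzyme for no effect and no enzyme for full effect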
PMI inhibitors: MPI enzyme activity inhibition – biochemical, fluorescence intensity, coupled assay, primary screen (AID 1209) | purified PMI enzyme, coupled fluorescence intensity; higher % means a stronger effect | inhibition, % at 20 µM, or IC50 in µM where a hit was titrated | 0.42% of 190,000 active;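 further: plate controls were DMSO vehicle for no effect and wells lacking substrate for full effect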
An asterisk follows results filed as active; nt = not tested or not shown; [ ] = dose if it differs, or a comment. Unless noted, no stated cut-off is given here; in the data, active means inhibition above about 50%; inactive means the rest. A portion of the library. The share of hits here may be higher or lower than overall.

entry	XIAP displacement	NOD2 inhibition	KOR beta-arrestin-1	LYP phosphatase	KOR beta-arrestin-2	PMI inhibition	PMI inhibitors	NOD1 NF-kB reporter	TNAP activation fold	Compound
1	nt	4%	-5%	-11%	-0.1%	nt	nt	-13%	nt	Cc1c(CCO)c(=O)[nH]n1S(=O)(=O)c1ccc([N+](=O)[O-])cc1
2	nt	12%	-28%	-13%	-3.5%	nt	nt	-20%	nt	CCOC(=O)c1c(C)nsc1NC(=O)c1ccco1
3	nt	0%	-5%	-2%	4.1%	nt	nt	-12%	nt	Cc1c(C(=O)N2CCCCC2)c(S(=O)(=O)NCCc2ccccc2)c(C)n1C
4	-3.1%	4%	-69%	-10%	-1.5%	-2%	-2%	3%	1.1	CC1=C(Sc2ccccn2)C(=O)NC(C)(C)C1
5	-3.4%	31%	15%	-10%	-4.2%	5%	-12%	0%	1	COc1ccccc1NC(=O)Cn1cnc2c(cnn2-c2ccc(C)c(C)c2)c1=O
6	1.7%	17%	24%	-7%	6.5%	-13%	-16%	-1%	1.1	COC(=O)c1ccc(N(C(=O)c2ccco2)C(C(=O)NC2CCCC2)c2ccco2)cc1 (configuration not stated)
7	-12%	15%	-12%	1%	2.0%	12%	11%	8%	1.1	COc1ccc(-c2nc3c(-c4ccc(F)cc4)cnn3cc2C)cc1F
8	-2.6%	0%	-40%	-9%	-3.5%	-11%	-8%	-1%	1.1	Cn1c(=O)c2cc(S(=O)(=O)NC(C(=O)N3CCCCCC3)c3ccccc3)ccc2n(C)c1=O (configuration not stated)
9	-1.3%	0%	0%	-4%	6.0%	10%	9%	1%	1.1	N#CC[n+]1cc(-c2ccc(Cl)cc2)n2c1CCC2
10	-2.2%	1%	-5%	5%	-0.2%	4%	4%	-14%	1.1	CCc1ccc(C2CC(c3ccccc3C)n3nc(N)nc3N2)cc1 (configuration not stated)

Some of these compounds in order of length of the SMILES, high to low.
entry	XIAP displacement	NOD2 inhibition	KOR beta-arrestin-1	LYP phosphatase	KOR beta-arrestin-2	PMI inhibition	PMI inhibitors	NOD1 NF-kB reporter	TNAP activation fold	Compound
8	-2.6%	0%	-40%	-9%	-3.5%	-11%	-8%	-1%	1.1	Cn1c(=O)c2cc(S(=O)(=O)NC(C(=O)N3CCCCCC3)c3ccccc3)ccc2n(C)c1=O (configuration not stated)
6	1.7%	17%	24%	-7%	6.5%	-13%	-16%	-1%	1.1	COC(=O)c1ccc(N(C(=O)c2ccco2)C(C(=O)NC2CCCC2)c2ccco2)cc1 (configuration not stated)
1	nt	4%	-5%	-11%	-0.1%	nt	nt	-13%	nt	Cc1c(CCO)c(=O)[nH]n1S(=O)(=O)c1ccc([N+](=O)[O-])cc1
5	-3.4%	31%	15%	-10%	-4.2%	5%	-12%	0%	1	COc1ccccc1NC(=O)Cn1cnc2c(cnn2-c2ccc(C)c(C)c2)c1=O
7	-12%	15%	-12%	1%	2.0%	12%	11%	8%	1.1	COc1ccc(-c2nc3c(-c4ccc(F)cc4)cnn3cc2C)cc1F
10	-2.2%	1%	-5%	5%	-0.2%	4%	4%	-14%	1.1	CCc1ccc(C2CC(c3ccccc3C)n3nc(N)nc3N2)cc1 (configuration not stated)
9	-1.3%	0%	0%	-4%	6.0%	10%	9%	1%	1.1	N#CC[n+]1cc(-c2ccc(Cl)cc2)n2c1CCC2
4	-3.1%	4%	-69%	-10%	-1.5%	-2%	-2%	3%	1.1	CC1=C(Sc2ccccn2)C(=O)NC(C)(C)C1

Later entries.
entry	XIAP displacement	NOD2 inhibition	KOR beta-arrestin-1	LYP phosphatase	KOR beta-arrestin-2	PMI inhibition	PMI inhibitors	NOD1 NF-kB reporter	TNAP activation fold	Compound
11	nt	13%	-7%	-8%	-3.2%	nt	nt	-2%	nt	CN(Cc1ccccc1)C(=O)COc1cccnc1[N+](=O)[O-]
12	-3.4%	-8%	15%	2%	1.7%	15%	17%	-23%	0.9	COc1cc(-c2nc3ccccn3c2/N=C/c2ccccc2)ccc1O
13	nt	17%	-5%	-4%	nt	nt	nt	-8%	nt	Cc1noc(C)c1NC(=O)N1CCN(Cc2ccccc2)CC1
14	-3.2%	2%	7%	-8%	8.3%	5%	-2%	17%	1.1	COC(=O)CCN(C1CCCCC1)S(=O)(=O)c1ccc(S(=O)(=O)N2CCCCC2)cc1
15	-13%	-9%	18%	-1%	3.3%	0%	7%	-16%	1.1	O=S(=O)(c1ccc(Cl)cc1)N1CCC(N2CCOCC2)CC1
16	nt	-9%	16%	0%	8.1%	nt	nt	-4%	nt	O=c1ccc2c(-c3ccccc3)c3ccc(O)cc3oc-2c1
17	-6.4%	-2%	-6%	12%	25%	7%	17%	-11%	1.1	Cc1ccc(N(C(=O)c2nsc(Cl)c2Cl)C(C(=O)NC2CCCC2)c2ccc(O)cc2)cc1C (configuration not stated)
18	-7.5%	-42%	-18%	-4%	-2.7%	-3%	4%	-36%	1.1	COc1cccc(C(=O)NC2=NCCS2)c1
19	-2.5%	9%	40%	-2%	-1.0%	-11%	3%	-21%	1.5	NC1=NC(=O)C(Cc2cccc(Cl)c2Cl)S1 (configuration not stated)
20	nt	2%	5%	0%	0.5%	nt	nt	-23%	nt	Cc1ccccc1C(=O)NC1CCN(CC(=O)NCc2ccccc2)CC1
21	-1.6%	4%	11%	-4%	0.4%	15%	9%	-6%	1	O=C(CO/N=C/c1ccccc1O)NNC(=O)c1ccccc1Cl
22	-2.4%	-12%	-2%	-4%	-4.8%	-2%	-3%	-9%	1.1	Cc1ccc(S(=O)(=O)Cc2ccc(C(=O)N3CCCC3)o2)cc1
23	nt	1%	-48%	-12%	-0.3%	nt	nt	-7%	nt	O=S(=O)(Cc1ccccc1)N(O)c1ccccc1
24	-6.7%	4%	-36%	-2%	1.9%	4%	7%	-41%	1.1	Cc1ccc(S(=O)(=O)Nc2nccs2)cc1[N+](=O)[O-]
25	-0.4%	-16%	5%	1%	-0.2%	11%	16%	-25%	1.1	CCOC(=O)C1CCCN(C(=O)c2c(-c3ccccc3Cl)noc2C)C1 (configuration not stated)
26	nt	11%	-13%	-5%	8.2%	nt	nt	-8%	nt	O=c1[nH]c(C2CCN(S(=O)(=O)c3ccc(C(F)(F)F)cc3)CC2)nc2c1nnn2Cc1ccccc1
27	-6.5%	16%	1%	-5%	-3.5%	23%	7%	-15%	1	CCOc1ccc(NC(=O)NC(=O)N(C)S(=O)(=O)c2ccc(C)cc2)cc1
28	-6.8%	17%	-10%	-5%	-1.8%	9%	6%	-14%	1.1	COc1ccc(N2C(=O)c3ccccc3NC2c2cccnc2)cc1 (configuration not stated)
29	-12%	1%	-40%	0%	1.0%	-4%	-4%	-34%	1.1	Cc1nc2ccccc2c(=O)n1NC(=O)Cc1ccc([N+](=O)[O-])cc1
30	-4.5%	14%	12%	-6%	3.2%	-25%	-13%	-34%	1.9	O=C(N/N=C\c1cc(Br)ccc1O)c1ccc(S(=O)(=O)N2CCCCC2)cc1
31	-4.4%	-9%	-1%	6%	-3.3%	1%	7%	29%	0.9	COC(=O)CN1C(=S)N(Cc2ccccc2)C(=O)C1CC(=O)Nc1ccc(Br)cc1 (configuration not stated)
32	nt	0%	8%	-4%	1.6%	nt	nt	-17%	nt	CC(C)(C)c1cc2ncnc(N3CCCCC3)c2s1
33	nt	19%	-2%	-3%	-1.5%	nt	nt	-19%	nt	CC(NS(=O)(=O)c1ccc(NC(=O)N2CCCCC2)cc1)c1ccccc1 (configuration not stated)
34	nt	-26%	-62%	-6%	9.2%	nt	nt	10%	nt	Nc1nc(C23CC4CC(CC(Cl)(C4)C2)C3)cs1
35	-4.2%	20%	1%	-5%	-2.9%	2%	7%	-9%	1.1	Cn1c(C(=O)NCC2CCCO2)cc2c(=O)n(C)c3ccccc3c21 (configuration not stated)
36	-1.8%	-110%	-10%	2%	3.6%	4%	7%	-79%	1	Fc1cccc(-c2cc3nc4c(c(NCc5ccco5)n3n2)CCCC4)c1
37	-4.4%	5%	9%	-10%	9.9%	-9%	-2%	-15%	1.1	CCn1c(SCC(=O)O)nnc1C1CCCCC1
38	-2.6%	-8%	-13%	-1%	7.8%	7%	9%	-11%	1.1	CCOP(=O)(OCC)C(Nc1cccc(C(F)(F)F)c1)c1ccc(F)cc1 (configuration not stated)
39	-7.3%	16%	-28%[20 µM]	-2%	nt	nt	nt	-32%	1.1	O=C(CC1C(=O)NCCN1CC1CCCCC1)NCCc1ccc(F)cc1 (configuration not stated)
40	0.2%	15%	-34%	0%	-2.1%	-12%	-15%	-20%	1.1	Cc1nc2ccccc2n1CCCOc1ccccc1
41	nt	15%	-4%	-9%	-5.1%	nt	nt	-14%	nt	COc1ccc(N2CCN(C(=O)c3cccc(N4C(=O)C5C6C=CC(C6)C5C4=O)c3)CC2)cc1 (configuration not stated)
42	-2.5%	-64%	-4%	-4%	1.9%	-3%	-8%	-14%	1	Cc1cc(NC(=O)/C=C/c2ccc(Br)cc2)no1
43	3.7%	10%	15%	-6%	-3.5%	16%	13%	-16%	1	Cc1cccc(N(C(=O)Cn2nnc3ccccc32)C(C(=O)NC(C)(C)C)c2ccsc2)c1C (configuration not stated)
44	-0.4%	9%	2%	-1%	-0.8%	10%	17%	-23%	1	Cn1c(=O)[nH]c(=O)c2c1nc(Br)n2CCCc1ccccc1
45	-9.0%	-57%	-70%	8%	1.3%	14%	12%	-48%	1.1	CCCC(=O)Nc1nc2ccc(NC(=O)c3c(F)c(F)c(OC)c(F)c3F)cc2s1
46	1.5%	19%	17%	2%	-4.0%	10%	19%	9%	1.1	N#Cc1c(/N=C/N2CCCC2)oc(-c2ccccc2)c1-c1ccccc1
47	-5.3%	-19%	-28%	4%	2.0%	2%	-8%	-63%	1.1	CCOC(=O)C(Cc1ccccc1)c1ccnc2ncnn12 (configuration not stated)
48	-4.5%	15%	12%	-8%	-3.3%	-18%	1%	-26%	1	CC1(C)CC(=O)C(Sc2ccccc2[N+](=O)[O-])=C(O)C1
49	-6.3%	16%	15%	-5%	-2.7%	-2%	5%	-6%	1	COC(=O)CCC(=O)Nc1cccc(Br)c1
50	-0.9%	-3%	-9%	3%	-4.3%	11%	14%	-30%	1.1	CCS(=O)(=O)N1CCCC(C(=O)NCCCN2CCCC2=O)C1 (configuration not stated)

Fetched by compound from above, 2 records:
entry	XIAP displacement	NOD2 inhibition	KOR beta-arrestin-1	LYP phosphatase	KOR beta-arrestin-2	PMI inhibition	PMI inhibitors	NOD1 NF-kB reporter	TNAP activation fold	Compound
42	-2.5%	-64%	-4%	-4%	1.9%	-3%	-8%	-14%	1	Cc1cc(NC(=O)/C=C/c2ccc(Br)cc2)no1
41	nt	15%	-4%	-9%	-5.1%	nt	nt	-14%	nt	COc1ccc(N2CCN(C(=O)c3cccc(N4C(=O)C5C6C=CC(C6)C5C4=O)c3)CC2)cc1 (configuration not stated)

Remaining list, next part:
entry	XIAP displacement	NOD2 inhibition	KOR beta-arrestin-1	LYP phosphatase	KOR beta-arrestin-2	PMI inhibition	PMI inhibitors	NOD1 NF-kB reporter	TNAP activation fold	Compound
51	0.1%	-41%	-31%[20 µM]	-2%	-4.0%	54%*	19%	-13%	0.6	COc1ccc2c(c1)CCC1C2=NN(/C(C)=C\C(C)=O)C1c1ccc(F)cc1 (configuration not stated)
52	-3.0%	nt	35%	6%	-7.8%	1%	6%	nt	1.1	COc1ccc(C(=O)N/N=C/c2ccc(OC(=O)c3cccc4ccccc34)c([N+](=O)[O-])c2)cc1
53	-1.1%	11%	-15%	-4%	3.5%	-7%	-5%	3%	1.1	COc1ccc(CCN2CC(O)=C(c3nc4ccccc4c(=O)[nH]3)C2=N)cc1OC
54	nt	-15%	-24%[20 µM]	-3%	-1.8%	nt	nt	57%	nt	COc1ccc(-c2cc(C(=O)Nc3ccc(C)c(N)c3)c3ccccc3n2)cc1
